Source: PubChem BioAssay (Sanford-Burnham Center for Chemical Genomics)
tim23-1 inh: growth inhibitors of tim23-1 mutant yeast, primary screen, luminescence, uHTS; S. cerevisiae tim23-1 growth, BacTiter-Glo luminescence, 24 h; inhibition, % at 20 µM; 330,000 tested, 1.3% active; AID 463212, 2010;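 active means growth inhibition of the mutant yeast at or above 50%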;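 further: temperature-sensitive mutant grown at 25 °C; plate controls were DMSO-treated mutant yeast for no effect and medium wells lacking yeast for full effect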
Mdm2 MdmX PPI: inhibitors of human Mdm2-MdmX association, primary screen, cell-based, luminescence, split luciferase, SaOS-2, uHTS. inhibition, % at 8 µM. Protein Mdm4 (Homo sapiens) + E3 ubiquitin-protein ligase Mdm2 (Homo sapiens), …. SaOS-2 split-luciferase Mdm2/MdmX complementation. 330,000 tested, 3% active. AID 485346, 2010;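 active means inhibition of at least 50% at 8 µM in the primary screen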
Target sequence (O15151 whole entry, looked up): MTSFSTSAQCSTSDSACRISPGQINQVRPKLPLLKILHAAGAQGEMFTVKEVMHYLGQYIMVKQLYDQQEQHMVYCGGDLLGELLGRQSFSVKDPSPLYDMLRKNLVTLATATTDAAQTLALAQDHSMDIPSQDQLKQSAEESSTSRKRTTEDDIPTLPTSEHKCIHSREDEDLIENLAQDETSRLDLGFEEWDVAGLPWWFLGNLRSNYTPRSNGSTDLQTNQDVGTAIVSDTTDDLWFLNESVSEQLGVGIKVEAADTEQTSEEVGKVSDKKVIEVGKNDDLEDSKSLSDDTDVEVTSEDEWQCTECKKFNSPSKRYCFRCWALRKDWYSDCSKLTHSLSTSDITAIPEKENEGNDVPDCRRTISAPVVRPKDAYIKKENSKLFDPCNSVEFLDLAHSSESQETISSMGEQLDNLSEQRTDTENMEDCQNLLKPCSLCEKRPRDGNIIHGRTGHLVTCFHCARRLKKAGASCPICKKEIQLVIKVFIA
Target sequence (Q00987 whole entry, looked up): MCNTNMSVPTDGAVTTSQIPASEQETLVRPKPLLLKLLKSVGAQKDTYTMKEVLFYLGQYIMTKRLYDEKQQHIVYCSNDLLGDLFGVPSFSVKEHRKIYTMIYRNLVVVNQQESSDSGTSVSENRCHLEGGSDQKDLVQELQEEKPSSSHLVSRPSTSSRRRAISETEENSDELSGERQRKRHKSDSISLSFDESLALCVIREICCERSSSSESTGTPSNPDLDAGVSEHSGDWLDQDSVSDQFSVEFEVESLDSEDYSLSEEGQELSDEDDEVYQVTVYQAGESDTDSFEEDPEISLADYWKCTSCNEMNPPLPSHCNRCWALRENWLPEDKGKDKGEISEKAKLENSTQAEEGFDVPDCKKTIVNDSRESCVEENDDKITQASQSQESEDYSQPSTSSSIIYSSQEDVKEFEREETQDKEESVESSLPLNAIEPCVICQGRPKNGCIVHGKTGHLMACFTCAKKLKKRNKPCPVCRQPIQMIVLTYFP
UPR XBP1 act: activators of adaptive XBP1 UPR arm, primary screen, cell-based, CHO-XBP1 luciferase reporter, luminescence, uHTS; IRE1-XBP1 UPR activation; percent of tunicamycin response, DMSO as zero; activation, % at 20 µM; 330,000 tested, 0.33% active; AID 463104, 2010;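 active means versus positive control, 20 µM dose yields 30% or more activation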;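 further: 100% = tunicamycin at 10 µg/mL and 0% = DMSO only wells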
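assay system = CHO-XBP1 luciferase reporter cells | amount = 1000 cells/well | buffer or medium = F12 plus 10% FBS | compound dosing = single point, 20 µM final compound, 1% DMSO | incubation = 16-18 h cell attachment at 37 °C, then 6 h compound exposure | detection = Steady-Glo luminescence read | controls = tunicamycin 10 µg/mL and vehicle-only wells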
APJ antag: antagonists of human apelin receptor APJ, primary screen, CHO-K1 cells, beta-arrestin complementation, luminescence | P35414 | 330,000 tested, 0.32% active | inhibition, % at 20 µM | AID 2521, 2010;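 active means inhibition above about 40% at 20 µM, limit read from the data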;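 further: cells challenged with 10 nM apelin-13 agonist together with compound; plate controls were apelin-13 plus DMSO wells for no effect and DMSO wells lacking apelin-13 for full effect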
CXCR6 inh: CXCR6 receptor inhibitors, primary screen, cell-based, beta-arrestin, luminescence, CHO-K1 PathHunter, 1536-well; C-X-C chemokine receptor type 6 (Homo sapiens), O00574; inhibition, % at 20 µM; 360,000 tested, 0.36% active; AID 602244, 2012; in the data active means inhibition above about 34%, passing the limit was not always enough;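 further: antagonist mode with CXCL16 agonist at 10 nM final; 0% = 10 nM CXCL16 with DMSO and 100% = unstimulated wells without agonist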
APJ ag: agonists of human apelin receptor APJ, primary screen, CHO-K1 cells, PathHunter beta-arrestin, luminescence; AID 2520, 2010; activation, % at 20 µM; 330,000 tested, 0.11% active; 0% DMSO wells, 100% apelin;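 active means activation more than six SD over the plate average, tested at 20 µM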;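 further: 0% = DMSO alone and 100% = apelin-13 at 10 nM; some results filed as inactive read as strong as hits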
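Material: CHO-K1 APJ beta-arrestin complementation cell line; Input: cell density 1000 per well; Incubation: compound stimulation 90 min at 25 °C, detection 60 min; Signal: luminescence from split beta-galactosidase complementation, Galacton Star/Emerald II substrate; Controls: DMSO-only wells as negative, 10 nM Apelin-13 as positive control.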
CCR6 antag: CCR6 receptor antagonists, primary screen, cell-based, CHO-K1, luminescence, beta-arrestin, uHTS; C-C chemokine receptor type 6 (Homo sapiens), P51684; CHO-K1 CCR6 PathHunter beta-arrestin, CCL20-stimulated; inhibition, % at 20 µM; 340,000 tested, 0.49% active; AID 493098, 2011;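 active means compounds whose inhibition of the agonist-driven luminescence signal at 20 µM reaches about 50%, limit read from the data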;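 further: cells stimulated with CCL20 at 14 nM final; plate controls were DMSO with CCL20 for no effect and DMSO without agonist for full effect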
EBI2 antag: EBI2 receptor antagonists, beta-arrestin recruitment, primary screen, cell-based, luminescence, 7a,25-OHC stimulation, uHTS | G-protein coupled receptor 183 (Homo sapiens), P32249 | 7a,25-OHC stimulated | 360,000 tested, 0.81% active | AID 651636, 2012 | inhibition, % at 5 µM; in the data active means inhibition above about 38%;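 further: enzyme fragment complementation signal reports receptor beta-arrestin coupling in cells; 0% = agonist plus DMSO wells and 100% = wells without agonist; some results beyond the cut were filed as inactive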
CHOP UPR activ: activators of apoptotic CHOP UPR arm, primary screen, cell-based, CHO-CHOP luciferase reporter, luminescence, uHTS; UPR activation; percent of tunicamycin response over DMSO baseline; activation, % at 10 µM; 330,000 tested, 0.34% active; AID 449763, 2010;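 active means at 10 µM dose, activation of 40% or more, normalized to positive control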;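 further: 100% = tunicamycin at 10 µg/mL and 0% = DMSO alone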
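Material: CHO-CHOP cells, stable luciferase reporter of PERK-eIF2a-CHOP signalling; quantity: 500 reporter cells seeded per well; buffer or medium: F12 medium containing 10% fetal bovine serum; compound: one dose, 10 µM in 0.5% DMSO; incubation: 6 h compound treatment, 37 °C; measured by: Steady-Glo luciferase luminescence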
Numbers without * were called inactive; x = not tested or not shown. An excerpt. The share of hits here may be higher or lower than overall.

SMILES | tim23-1 inh | Mdm2 MdmX PPI | UPR XBP1 act | APJ antag | CXCR6 inh | APJ ag | CCR6 antag | EBI2 antag | CHOP UPR activ
CCn1cc(C(=O)NCCC(C)C)c(=O)c2cc(F)c(N3CCN(C(=O)c4ccco4)CC3)cc21 | 8.8 | 54.5* | -0.1 | -29.1 | -17.6 | 2.5 | -9.6 | 16.3 | 8.0
COc1ccc(NS(=O)(=O)c2ccc3oc4ccccc4c3c2)cn1 | 46.1 | 13.2 | -3.8 | 5.9 | -0.9 | 2.7 | 5.0 | -17.4 | -3.1
CC(C)CN(C(=O)COC(=O)CNC(=O)c1ccccc1F)C1CCS(=O)(=O)C1 (stereo unspecified) | 16.0 | -13.7 | 2.4 | -9.6 | -10.0 | -0.4 | -8.8 | -14.2 | 1.3
Cn1c(C(=O)OCC(=O)NCC2CCCO2)cc2sccc21 (stereo unspecified) | -3.5 | 12.6 | -0.5 | 3.2 | 4.4 | -1.9 | 0.7 | 4.7 | -1.1
COC(=O)C/C=C/[C@@H](C)[C@@H](/C=N/O[C@@H](C)c1cn([C@H](CO)Cc2ccccc2)nn1)NS(=O)(=O)c1ccc(C)cc1 | 7.8 | -15.1 | 0.7 | 16.1 | x | 5.4 | x | x | -1.5
Cc1nnc(NC(=O)c2ccc(F)c(S(=O)(=O)N3CCCCC3)c2)s1 | 2.0 | 1.2 | -6.2 | -4.1 | 4.5 | -7.3 | 8.4 | -9.3 | 1.1
COc1ccc(Cl)cc1N(C(=O)c1ccco1)C(C(=O)NC1CCCC1)c1ccco1 (stereo unspecified) | 15.0 | 17.5 | -5.3 | -5.5 | 1.9 | -2.2 | 17.9 | 3.5 | 0.1
CCOc1ccc(NC(=O)CN(C)CC(=O)Nc2cc(Cl)ccc2C#N)cc1OCC | 0.2 | -38.3 | 0.9 | 11.5 | 4.1 | -1.3 | 30.3 | -2.8 | -0.4
Cc1cc(C(=O)Nc2ccc(C)c(C)c2)n(-c2ccccc2)n1 | 26.5 | 0.2 | 1.7 | 2.8 | 2.0 | -2.4 | 9.1 | 10.7 | 0.9
COc1cc(C(=O)OCCCc2cc3ccccc3c(=O)o2)cc(OC)c1OC | 28.6 | 13.7 | 0.8 | -7.4 | 4.1 | -2.6 | 4.5 | -9.6 | 0.9
CCC(C)C(=O)Nc1nc2ccc(OC)cc2s1 (stereo unspecified) | 52.1* | -65.6 | 1.9 | 21.3 | 3.1 | -6.7 | 4.9 | -6.1 | 8.6
C=CCC(C(=O)OC)(C(=O)OC)c1ccc(C(F)(F)F)cc1[N+](=O)[O-] | 18.4 | -18.6 | -0.2 | -14.2 | 3.7 | -5.4 | 2.8 | -2.2 | -0.4
Cc1cc(S(=O)(=O)NCc2ccccc2)ccc1OCC(=O)N1CCCC1 | 14.4 | 2.1 | -3.9 | -7.3 | -0.6 | -3.8 | 4.0 | -2.0 | -0.9
COc1ccc(CN(CC(=O)NCc2ccco2)C(=O)CNS(=O)(=O)c2ccc(C)cc2)cc1 | 9.2 | 9.8 | -1.7 | 3.4 | -2.5 | 0.2 | 11.1 | -1.4 | -0.4
CCCN(CCC)C(=O)C1CC(=O)OC12CCCCC2 (stereo unspecified) | 11.7 | -13.4 | -1.3 | 12.8 | 1.1 | 2.6 | -20.5 | 7.9 | -0.9
Cc1ccc(S(=O)(=O)N2C[C@@H]3[C@H]4CC[C@H](C4)[C@@H]3[C@@H](C)[C@@H]2c2cn(Cc3ccccc3)c3ncccc23)cc1 | 29.0 | 18.6 | 2.6 | x | 9.1 | x | 20.8 | -5.7 | 6.8
O=c1cc(-c2ccc(F)cc2F)[nH]c2ccccc12 | 13.8 | -2.6 | 1.0 | -13.8 | x | 7.8 | x | x | -2.1
CC(Sc1nc(-c2ccccc2)cc(C(F)(F)F)n1)C(=O)NCc1ccco1 (stereo unspecified) | 13.7 | -6.8 | 3.8 | 8.6 | 6.3 | -2.7 | -16.4 | 3.2 | -1.0
CN(C(=O)c1cccc(NC(=O)Cc2ccc([N+](=O)[O-])cc2)c1)C1CCCC1 | 15.3 | 24.4 | -4.4 | -2.2 | -1.7 | -2.5 | 4.2 | 10.8 | -0.8
COc1ccc(-c2cc(C(=O)N(C)Cc3cccc(OC)c3OC)c3ccccc3n2)cc1OC | 69.9* | 48.7 | -1.2 | -10.1 | 3.4 | 9.3 | -1.3 | -16.1 | 2.3
COc1ccc(Cn2c(O)cc(=O)[nH]c2=O)cc1 | 16.4 | 10.7 | -5.5 | 34.4 | 0.0 | -0.9 | 8.5 | -1.8 | 0.0
Nc1nc(SCc2ccc3c(c2)OCO3)n[nH]1 | 5.5 | 4.9 | 0.6 | 5.6 | 3.6 | -0.8 | 3.9 | -15.9 | 0.4
O=C(NCCCN1CCCC1=O)c1ccc([N+](=O)[O-])s1 | 10.4 | -6.8 | -2.7 | -108.2 | -40.2 | 12.8 | 0.1 | -38.5 | -0.2
COc1cccc(-c2nnn(CC(=O)O)n2)c1 | -15.2 | 6.4 | -0.2 | -2.3 | -4.6 | 0.2 | 8.2 | -0.6 | -1.0
OC(COCc1ccccc1)CN1CCN(Cc2ccc3c(c2)OCO3)CC1 (stereo unspecified) | -28.0 | -15.9 | -1.7 | 4.0 | -1.5 | -2.5 | 7.8 | -4.3 | 0.2
Cc1cc(-c2ccccc2)nc(N/N=C/c2ccc(O)cc2O)n1 | 63.9* | 46.9 | 17.3 | -4.8 | 12.8 | 2.1 | 23.3 | 1.1 | 6.4
CC(C)N(C(=O)CSc1nnc(NC(=O)c2ccco2)s1)C(C)C | 36.2 | -20.6 | -0.6 | -1.5 | -2.5 | -2.2 | 8.0 | 0.7 | -0.7
C/C(=N\OC(=O)c1ccc(F)cc1)c1ccc(F)c(F)c1 | 4.7 | 12.2 | 4.4 | -4.6 | 2.3 | -0.1 | 11.2 | 4.3 | 5.6
CC(C)Oc1ccc(/C=N/NC(=O)C(CSCc2ccccc2)NC(=O)c2ccc([N+](=O)[O-])cc2)cc1 (stereo unspecified) | -10.8 | 8.8 | -0.1 | -18.1 | -5.1 | -2.2 | 2.4 | 14.2 | 3.1
CC(C)(CO)NC(=O)C(c1ccccc1)c1ccccc1 | 2.5 | 6.5 | -2.5 | 2.7 | 2.4 | 1.3 | -7.0 | -10.5 | 0.6
Cc1ccc(-c2nn(-c3ccccc3)cc2/C=C/C(=O)OCC(=O)NC2CC2)o1 | 26.1 | 18.1 | -3.2 | -26.9 | -5.6 | 12.1* | -9.9 | -15.0 | 4.0
Fc1ccccc1Cn1nnc2c(-n3ccnc3)ncnc21 | 24.2 | 5.5 | 2.8 | -8.2 | -1.0 | -0.9 | 0.8 | 4.0 | -1.6
CCOC(=O)C(C)/C(C)=N/NC(N)=S (stereo unspecified) | 27.8 | -14.4 | -1.8 | -13.4 | -13.6 | 5.1 | 14.2 | 28.7 | 6.8
O=C(Cc1ccccc1F)Nc1ccc(S(=O)(=O)N2CCCCC2)cc1 | 19.1 | 16.3 | -3.8 | -8.3 | 0.1 | -2.5 | 19.3 | -6.3 | 0.9
CCC(=O)N(CCC(c1ccc(C)cc1)c1ccco1)Cc1ccco1 (stereo unspecified) | 21.2 | -16.6 | -1.2 | 10.5 | 7.4 | -3.7 | 26.8 | 10.5 | -0.1
Cc1ccc2nc(SCC(=O)Nc3ncccn3)[nH]c2c1 | 0.7 | 0.3 | 1.1 | 3.3 | -2.1 | -4.4 | -0.4 | -1.8 | 2.1

3 structures already listed, sorted by SMILES length, high to low:
SMILES | tim23-1 inh | Mdm2 MdmX PPI | UPR XBP1 act | APJ antag | CXCR6 inh | APJ ag | CCR6 antag | EBI2 antag | CHOP UPR activ
Cc1ccc(-c2nn(-c3ccccc3)cc2/C=C/C(=O)OCC(=O)NC2CC2)o1 | 26.1 | 18.1 | -3.2 | -26.9 | -5.6 | 12.1* | -9.9 | -15.0 | 4.0
CC(C)N(C(=O)CSc1nnc(NC(=O)c2ccco2)s1)C(C)C | 36.2 | -20.6 | -0.6 | -1.5 | -2.5 | -2.2 | 8.0 | 0.7 | -0.7
Fc1ccccc1Cn1nnc2c(-n3ccnc3)ncnc21 | 24.2 | 5.5 | 2.8 | -8.2 | -1.0 | -0.9 | 0.8 | 4.0 | -1.6

The results go on.
SMILES | tim23-1 inh | Mdm2 MdmX PPI | UPR XBP1 act | APJ antag | CXCR6 inh | APJ ag | CCR6 antag | EBI2 antag | CHOP UPR activ
Nc1ncc([N+](=O)[O-])cc1Br | -0.3 | 7.1 | -2.1 | -28.5 | -2.5 | -8.3 | 8.6 | 6.2 | -2.3
Cc1c(Br)ccc(NC(=O)CCN2C(=O)C3C4CCC(C4)C3C2=O)c1C (stereo unspecified) | 26.8 | 28.9 | -2.6 | -0.8 | 2.4 | -0.9 | 7.3 | -2.5 | 2.2
Cc1c(C=O)c2ccccc2n1CC(=O)NCc1ccc2c(c1)OCO2 | -3.0 | 7.8 | 1.0 | -1.8 | -1.0 | -3.7 | 3.4 | -16.5 | -3.0
c1ccc2c(C[C@@H]3CNCCN3CCCCC3CCCCC3)cccc2c1 | 16.1 | 33.1 | 0.1 | 18.2 | -4.7 | -4.3 | -13.5 | -7.0 | 0.3
CCOc1cc(/C=C/C(=O)OCC(=O)NC2CCS(=O)(=O)C2)ccc1OCc1ccccc1 (stereo unspecified) | 7.6 | 3.8 | 8.6 | -4.0 | 5.4 | -2.5 | 5.0 | -0.2 | -0.3
CCOc1ccccc1N1CC(C(=O)Nc2cc(S(C)(=O)=O)ccc2Cl)CC1=O (stereo unspecified) | -2.6 | 3.5 | -2.3 | 0.9 | 7.4 | 2.7 | -6.4 | 9.9 | -1.3
Cc1ccccc1NC(=O)N1C2CCC1CC(O)(c1cccnc1)C2 (stereo unspecified) | 1.6 | 8.8 | 0.1 | 0.3 | -2.8 | -0.3 | -15.1 | -10.3 | 2.3
CCOC(=O)c1ccc(NC(=S)Nc2cc(C)cc(C)n2)cc1 | -7.6 | 3.9 | -2.5 | -0.5 | 5.0 | -3.4 | 4.4 | 10.0 | 2.1
CCc1ccc(CC2(O)CC(C)N(C)CC2C)cc1 (stereo unspecified) | 18.8 | 14.7 | -2.8 | -12.5 | -8.1 | -1.8 | 16.4 | -16.3 | -1.2
CCn1c(SCc2nc3ccccc3s2)nnc1-c1ccccc1 | 4.9 | -32.2 | 6.0 | 16.5 | -3.0 | -3.6 | 12.0 | 4.6 | -0.9
